Screening data (PubChem BioAssay)
Eya2 inh: blocks the phosphatase activity of human Eya2. O00167. recombinant Eya2, OMFP fluorescence dephosphorylation (OMFP is methylfluorescein phosphate). 330,000 compounds, 0.006% hits. Potency, µM (doses to about 76.9 µM), for the others: top-dose activity, negative = inhibition, usual class: inhibitors; further: potency means the concentration at half of the fitted maximal effect; on the % scale 0 is the no-effect control and ±100 the full control effect
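Eya2 protein (added as 0.2 uM solution) was preincubated with compound for 10 min at ambient temperature in 50 mM HEPES pH 7.5, 50 mM NaCl, 5 uM MgCl2, 0.05% BSA, 1 mM DTT. OMFP (added at 50 uM) then reacted 10 min; fluorescence read at 485/525 nm.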
USP2a block: USP2a (human) protease inhibition. 330,000 compounds, 0.01% hits. USP2 core, Ub-CHOP2 coupled fluorogenic reporter, 485/531. Potency, µM (titrated, usually from 38.3 µM), inactives show at the highest dose activity change, negative = inhibition, most hits filed as inhibitors. O75604;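 further: potency means the concentration at half of the fitted maximal effect; plate controls were DMSO wells for no effect and full inhibition by NEM control for full effect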
Target sequence (O75604 whole entry, looked up): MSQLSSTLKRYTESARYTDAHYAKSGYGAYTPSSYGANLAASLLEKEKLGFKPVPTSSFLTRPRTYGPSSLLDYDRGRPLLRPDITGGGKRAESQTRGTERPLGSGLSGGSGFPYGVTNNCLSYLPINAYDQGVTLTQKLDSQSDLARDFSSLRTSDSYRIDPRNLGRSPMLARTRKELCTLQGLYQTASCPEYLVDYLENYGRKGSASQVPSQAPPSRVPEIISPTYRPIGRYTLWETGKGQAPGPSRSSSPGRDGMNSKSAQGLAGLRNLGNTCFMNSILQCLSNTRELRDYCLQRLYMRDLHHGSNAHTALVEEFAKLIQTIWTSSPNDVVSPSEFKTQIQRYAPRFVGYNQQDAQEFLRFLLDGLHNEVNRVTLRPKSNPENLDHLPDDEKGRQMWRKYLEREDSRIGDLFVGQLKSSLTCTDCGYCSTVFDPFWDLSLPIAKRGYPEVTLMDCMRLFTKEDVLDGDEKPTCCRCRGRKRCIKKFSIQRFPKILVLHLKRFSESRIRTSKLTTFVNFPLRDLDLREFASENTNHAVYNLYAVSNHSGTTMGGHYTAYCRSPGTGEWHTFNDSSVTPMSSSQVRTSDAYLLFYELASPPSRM
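Cell-free coupled assay: 10nM USP2 core preincubated 30min RT with compound in Tris-HCl pH 8.0/CaCl2/CHAPS buffer, then 25nM Ub-CHOP2 and 25nM reporter substrate; fluorescence (Ex 485/Em 531) read after 60min RT, normalized to NEM inhibition, concentration-response curves fitted.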
AT treatment: candidate therapy for ataxia-telangiectasia; […] A-T fibroblasts, KAP-1 phosphorylation AlphaLISA; neocarzinostatin DNA damage 30 min before lysis; Potency, µM (series often up to 57.5 µM), without a hit: at the highest dose activation, hits mostly activators; 320,000 compounds, 0.19% hits; further: potency means the concentration at half of the fitted maximal effect; % of control where 0% means no effect; nearly all actives have a fitted effect of over 45% in size
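ATM-like activity read as KAP-1 phosphorylation via AlphaLISA donor/acceptor antibody pairs after lysis and 6 hr at 25C. Cells were ATM-null patient fibroblasts ([…], hTERT), dosed 60 min, then exposed to the DSB inducer NCS for 30 min.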
TSHR antagonist: blocks TSH signaling through the human TSH receptor; P16473; TSHR-expressing cells, TSH-stimulated cAMP HTRF, 2 h; active compounds read low; activity change, negative = inhibition, % at 11.5 µM; 330,000 compounds, 0.2% hits;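 active means activity change below a set negative limit, meaning inhibition stronger than a set level, cut at about -70% in these data; inconclusive means activity change between two set negative limits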; further: on the % scale 0 is the no-effect control and ±100 the full control effect
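TSHR-expressing cells were treated with compounds, then stimulated with TSH at EC80 (4nM final) for 2 hours at 37 deg C. Cellular cAMP was measured by HTRF competition between lysate cAMP and cAMP-d2 for a cryptate-labelled anti-cAMP antibody.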
KCNH2 3.1 block: KCNH2 3.1 (human) potassium channel inhibition | U2OS KCNH2 3.1, thallium flux FluxOr; active compounds read low | activity change, % (tested at about 1.8 µM) | 340,000 compounds, 0.95% hits | AID 720553;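 active means maximum activity change below -70%; inconclusive means maximum activity change from -70% to -50%; inactive means maximum activity change above -50%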;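 further: thallium influx rate constant from kinetic fluorescence after stimulation buffer; on the % scale 0 is the no-effect control and ±100 the full control effect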
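Measured as rate of thallium-driven FluxOr signal in transduced U2OS cells carrying the 3.1 channel, read kinetically for 2 min upon stimulation; values are rate constants scaled to DMSO control wells.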
Mito fusion yeast: blocks mitochondrial division or promotes mitochondrial fusion. AID 485298. 320,000 compounds, 0.23% hits. Potency, µM (titrated, usually from 46.1 µM), inactives show top-dose growth rescue (activation), hits mostly activators. S. cerevisiae fusion-defective mutant growth rescue, CellTiterGlo 48 h;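 further: potency means the concentration at half of the fitted maximal effect; % of control where 0% means no effect; nearly all actives have a fitted effect of over 45% in size; temperature-sensitive fusion mutants such as fzo1-1 at 37 °C on non-fermentable ethanol glycerol medium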
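Read-out: ATP-based luminescence (CellTiterGlo, 10 min ambient) reporting growth of fusion-defective ts yeast after 48 hours at 37C on glycerol/ethanol YPEG medium in the presence of compound.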
TCR act: activators of T cell receptors. primary human leukocytes, anti-CD3, IL-2 HTRF, 48 h. Potency, µM (series often up to 9.22 µM), inactives show top-dose activation of IL-2 secretion, most hits filed as activators. 330,000 tested, under 10 active; further: % of control where 0% means no effect
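Activity was scored as IL-2 release from primary human leukocytes given only a TCR signal (a-CD3 beads) plus compound for 48 hr. Detection used a two-antibody HTRF format read at 665nm.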
KCNH2 WT inh: inhibitors of human wildtype KCNH2 potassium channel. AID 720551. U2OS, BacMam KCNH2, thallium flux FluxOr; active compounds read low. Q12809. activity change, % at 1.84 µM. 340,000 compounds, 0.37% hits;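 active means maximum activity change below -70%; inconclusive means maximum activity change between -70% and -50%; inactive means maximum activity change above -50%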; further: on the % scale 0 is the no-effect control and ±100 the full control effect
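U2OS cells transduced with wild-type KCNH2 virus are loaded with FluxOr dye for 45 min, and thallium flux is measured in kinetic reads before and after stimulation buffer. Rate constants are normalized to DMSO controls.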
TRPV1 agonist: agonists of human vanilloid receptor 1 (TRPV1). AID 540275. 320,000 compounds, 0.19% hits. Q8NER1. TRPV1-expressing cells, Fluo-8 calcium influx, agonist mode. activation, % at 8.33 µM; in the data active means activation above about 80%; inconclusive means between about 30% and that limit; further: 0% is about no effect
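Fluo-8 calcium influx in TRPV1-expressing cells, kinetic read (ex 480/em 520 nm). Compound added and read 3 min for agonist activity, followed by capsaicin at EC20 final and 2 min further read for enhancement.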
ELG1 DNA repair: ELG1-dependent DNA repair inhibition. Potency, µM (doses to about 46.1 µM), inactives show at the highest dose activity change, negative = inhibition, actives largely listed as inhibitors. HEK293T ELG1-luciferase reporter, luminescence, 16 h; DNA damage induced by 5-fluorouridine. 330,000 compounds, 2.3% hits; further: potency means the concentration at half of the fitted maximal effect; on the % scale 0 is the no-effect control and ±100 the full control effect; nearly all actives have a fitted effect of over 55% in size
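DMSO vehicle served as the neutral condition. Each well held 2,000 cells given 5-fluorouridine plus compound; after 16 hr at 37 °C/5% CO2, ONE-Glo was added and luciferase measured 30 min later.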
The depositor's hits bear a star; i = inactive; ? = inconclusive; . = no result given; [ ] = another dose, or the depositor's remark. Unless noted, the call rests on the fitted dose curve; in most records, active means well fitted curve in the direction sought with a large enough effect; inconclusive means small, poorly fitted or top-dose-only effect, or another doubt; inactive means no such curve, though single readings can be large; an effect the other way counts as inactive or inconclusive.

Sample of the layout, four compounds:
SMILES	Eya2 inh	USP2a block	AT treatment	TSHR antagonist	KCNH2 3.1 block	Mito fusion yeast	TCR act	KCNH2 WT inh	TRPV1 agonist	ELG1 DNA repair
COc1cccc(OC)c1C(=O)Nc1nnc(-c2cccs2)s1	-1%	2%	-3%	-9	-15	3%	5%	-1	4	8%
CCN(CC(=O)NCc1cccs1)CC(=O)Nc1c(Cl)ccc(C)c1Cl	4%	0%	1%	-16	4	-1%	1%	5	28	-28%
CC(C)(C)n1nc2c(c1NC(=O)c1ccc(S(=O)(=O)N3CCCC3)cc1)CS(=O)C2 (configuration not stated)	2%	7%	-1%	8	1	-1%	-6%	-1	-1	1%
CC1(C(=O)Nc2ccc3c(c2)OCCO3)CC1(Cl)Cl (configuration not stated)	-2%	0%	1%	2	-4	0%	11%	-4	4	25%

The list itself, from the first entry:
SMILES	Eya2 inh	USP2a block	AT treatment	TSHR antagonist	KCNH2 3.1 block	Mito fusion yeast	TCR act	KCNH2 WT inh	TRPV1 agonist	ELG1 DNA repair
COc1cccc(OC)c1C(=O)Nc1nnc(-c2cccs2)s1	-1%	2%	-3%	-9	-15	3%	5%	-1	4	8%
CCN(CC(=O)NCc1cccs1)CC(=O)Nc1c(Cl)ccc(C)c1Cl	4%	0%	1%	-16	4	-1%	1%	5	28	-28%
CC(C)(C)n1nc2c(c1NC(=O)c1ccc(S(=O)(=O)N3CCCC3)cc1)CS(=O)C2 (configuration not stated)	2%	7%	-1%	8	1	-1%	-6%	-1	-1	1%
CC1(C(=O)Nc2ccc3c(c2)OCCO3)CC1(Cl)Cl (configuration not stated)	-2%	0%	1%	2	-4	0%	11%	-4	4	25%
C=CCn1c(-c2cc(OC)c(OC)c(OC)c2)n[nH]c1=S	-11%	0%	-2%	-4	-4	-3%	2%	8	-1	-1%
NC(=O)C1CCN(c2oc(-c3ccccc3)nc2S(=O)(=O)c2ccc(Br)cc2)CC1	15%	-4%	9%	0	4	3%	5%	-13	5	-28%
O=C(CCCN1C(=O)/C(=C/c2ccccc2Cl)SC1=S)NNC(=O)c1ccncc1	0%	4%	-12%	-4	5	-4%	-6%	1	5	?
O=C(Nc1cc(S(=O)(=O)N2CCCCCC2)ccc1OCC(F)(F)F)C1CCC1	-11%	0%	14%	5	-5	0%	-5%	-6	16	-3%
COc1ccc(Br)cc1CN(C)CC(=O)Nc1cc([N+](=O)[O-])ccc1OC	6%	1%	0%	5	-6	1%	-7%[46.1 µM]	-5	15	?
O=C(O)CCNc1cc(N2CCN(C(=O)c3ccco3)CC2)c2noc3c2c1C(=O)c1ccccc1-3	52%	?	-9%	-38	-1	-18%	2%	5	-4	-1%
Cn1c(O)c(C2=c3ccccc3=NC2=O)[nH]c1=S	-16%	5%	-7%	9	5	-1%	3%[46.1 µM]	-3	-6	2%
Brc1ccccc1OCCOc1cccc2cccnc12	-7%	2%	7%	-1	-24	-3%	-5%[46.1 µM]	-8	14	?
Clc1ncc(CSc2ccccc2)s1	-1%	3%	2%	-13	-23	-1%	-4%	4	-3	16%
CCCNC(=O)c1ccc2c(=O)c(O)c(-c3ccc(F)cc3)[nH]c2c1	?	0%	29%	-12	4	18%	-7%	-1	1	-10%
COc1cc(-c2nnc3sc(C4CCCCC4)nn23)cc(OC)c1OC	-29%	0%	-5%	-11	-11	10%	-1%	2	?	?
Cc1cccc(-c2ncc(CN3CCN(CCC(C)C)C(CCO)C3)cn2)c1 (configuration not stated)	0%	1%	-10%	-6	-6	1%	-5%	-1	2	-6%
COC(=O)C1CCN(CC(=O)N(C)c2c(N)n(Cc3ccccc3)c(=O)[nH]c2=O)CC1	-4%	2%	5%	-12	22	-8%	-5%	-1	-2	16%
CC(NC(=O)c1ccc(C(F)(F)F)cc1)C(c1ccccc1)N1CCOCC1 (configuration not stated)	-17%	4%	-6%	-8	13	-1%	3%	i	22	2%
O=C(CCCN1C(=O)/C(=C/c2cccs2)SC1=S)Nc1cc([N+](=O)[O-])ccc1O	1%	0%	-21%	-28	0	-1%	6%	-1	0	7%
Cc1ccc(C(=O)C(=O)c2ccc(C)c(N)c2)cc1N	6%	2%	-8%	20	-2	3%	2%	-1	.	6%
CCc1cc(C)cc(OCCOc2ccccc2/C=N/NC(C)=O)c1	-8%	-2%	6%	-7	1	3%	1%	-2	2	-19%
CCn1c(=O)c(C(=O)NNC(=O)c2cccc(Cl)c2)c(O)c2ccccc21	3%	-1%	7%	-22	-18	10%	1%	4	19	0%
COc1ccc(/C=C2/C(=O)ON=C2C)cc1Br	1%	3%	9%	3	3	11%	-6%	26	-4	15%
CC1(C)CC2c3cccc(C(=O)O)c3C(=O)N2c2c1ccc1ccccc21 (configuration not stated)	-3%	2%	5%	-8	11	7%	2%[46.1 µM]	2	-1	-17%
C1CN(c2nc3nonc3nc2N2CCSCC2)CCO1	-23%	-1%	2%	-5	-27	2%	-3%	-3	0	12%
COc1cccc(-n2cc(C(=O)NCCCOC(C)C)c3ccccc3c2=O)c1	4%	4%	13%	1	-17	0%	-1%	6	-3	-3%
O=C1CC(c2ccccc2)CC(O)=C1C=NCc1ccncc1 (configuration not stated)	-7%	0%	2%	13	0	-1%	8%	-2	2	1%
C(=N\Nc1nn[nH]n1)/c1ccccc1	4%	4%	.	-1	10	-2%	-1%	-33	2	9%
COc1cccc(C(=O)N(C)Cc2c(C)nn(C3CCS(=O)(=O)C3)c2C)c1 (configuration not stated)	5%	-7%	-5%	-4	42	.	0%	2	.	1%
CCOCC(=O)N1CCCC(C(=O)OCC)C1 (configuration not stated)	9%	0%	5%	3	9	-6%	2%	6	-3	4%
O=C(CSc1nnnn1-c1ccc(F)cc1)NC1CCCCC1	14%	-1%	0%	5	-9	0%	-6%	3	7	9%
O=C1c2cccc3cccc(c23)C(=O)N1Cc1cccnc1	5%	2%	?	-10	3	1%	-5%	-2	6	0%
O=C(COC(=O)CC1CC2CCC1C2)Nc1ccc(Cl)c(S(=O)(=O)N2CCOCC2)c1 (configuration not stated)	-22%	-10%	-8%	12	-37	-5%	1%	-9	24	-30%
C/C(Cn1ncc(N2CCOCC2)c(Cl)c1=O)=N\O	2%	3%	2%	-7	-11	-1%	3%	-3	1	1%
CCCCN(CC)CCCNC(=O)CC1Nc2ccccc2NC1=O (configuration not stated)	-6%	-1%	1%	0	18	0%	4%	2	2	4%
CC(Sc1nc(N)c(NC(=O)c2ccc(Br)o2)c(=O)[nH]1)C(=O)O (configuration not stated)	-9%	2%	-3%	-2	.	-4%	-1%	-6	1	7%
O=C1N=c2ccccc2=C1c1sc(=S)n(Cc2ccccc2Cl)c1O	-17%	0%	-6%	2	-8	-2%	7%	-3	.	-5%
Clc1ccc(CSc2nnc(-c3ccncc3)s2)cc1	-6%	1%	13%	-5	22	1%	4%	-1	?	?
CCC(=O)Nc1sc(Cc2ccccc2)c(C)c1C(N)=O	-1%	0%	1%	-3	3	-2%	1%	0	0	-26%
Cc1ccc2c(c1)Oc1ccccc1C=C2C(=O)O	4%	3%	4%	-8	6	0%	-3%	-2	2	5%
CC(C)Oc1cccc(C(=O)C2CCCN(S(C)(=O)=O)C2)c1 (configuration not stated)	-6%	-5%	-7%	-8	12	3%	-6%	-16	12	5%
CN1CCC[C@@H]1CCNC(=O)c1c(-c2ccc3c(c2)OCO3)noc1-c1ccsc1	-15%	3%	-4%	9	5	.	5%	36	.	-20%
Cc1ccccc1NS(=O)(=O)c1ccc(C(=O)N2CCCCCC2)cc1	-5%	-2%	-3%	.	-1	-1%	-1%	-16	0	-21%
Cc1ccc(NC(=S)N2CCN(C)CC2)c(C)c1	1%	-1%	2%	1	3	-3%	-4%[46.1 µM]	-1	4	1%
C#CCOC(=O)Nc1cc(C)n(-c2ccccc2)n1	-3%	1%	-4%	-1	-18	-5%	-5%	-3	-3	?
CSc1nc2sc3c(c2c(=O)[nH]1)CCC3	1%	-3%	-12%	-4	16	7%	2%[46.1 µM]	-9	2	7%
CCNc1ccccc(-c2ccc3ccccc3n2)c1=O	-1%	8%	0%	2	-6	1%	-1%[46.1 µM]	18	21	?
CC(=O)c1cccc(NC(=O)c2ccc3ccccc3c2)c1	2%	10%	-4%	-13	1	11%	6%	-3	?	?
Cc1cc(SCNC(=O)c2ccccc2)nc(C(C)C)n1	-14%	0%	5%	0	22	28%	-14%	0	4	9%
C=CCNC(=O)c1ccc(Sc2ccccc2)c([N+](=O)[O-])c1	-6%	-2%	3%	-4	20	12%	-1%	2	?	6%
Cc1ccc(C(=O)Nc2ccc(O)cc2C(=O)O)cc1	-2%	4%	-4%	-1	-1	1%	3%	-5	-1	4%
COC(=O)CSc1nc(C)c2c(n1)CCCC2	2%	2%	2%	5	1	-4%	-1%	3	0	5%

These rows are one share of the data. The share of hits here may be higher or lower than overall.
